Screens: PubChem, NCI
All columns: NCI-60 one-dose screen, growth in % after 48 h at 10 µM unless noted; 100 = growth as untreated, 0 = no growth, -100 = all killed.
NCI-H226 = NCI-H226 lung cancer; AID 1794732; 79,000 tested, 3.5% active
KM12 = KM12 colon cancer cells | AID 1794800 | 82,000 tested, 5% active
HT29 = HT29 colon cancer | 81,000 tested, 7.4% active | AID 1794748
COLO 205 = COLO 205 colon cancer; 79,000 tested, 7.3% active; AID 1794742
NCI-H322M = NCI-H322M lung cancer. 80,000 tested, 2.7% active. AID 1794733
SW-620 = SW-620 colon cancer; 82,000 tested, 5.2% active
HCT-116 = HCT-116 colon cancer; 82,000 tested, 7.3% active
NCI-H460 = NCI-H460 lung cancer; 82,000 tested, 6.8% active
HCT-15 = HCT-15 colon cancer; 82,000 tested, 5.2% active
Numbers without * were called inactive; x = no result given; & = joins results of further samples. Rule for the calls: active = growth percent below 10; inactive = the rest. The list is partial; the hit share may differ from the screen's.

no. | SMILES | NCI-H322M | SW-620 | KM12 | HCT-15 | HCT-116 | NCI-H226 | COLO 205 | HT29 | NCI-H460
1 | NC(=O)CC(N)C(=O)O (configuration not stated) | 109 | 109 | 104 | 110 | 103 | 105 | 105 | 103 | 103
2 | [2H]c1nc(Nc2ncc(F)c(-c3cc(F)c4nc(C)n(C(C)C)c4c3)n2)c([2H])c([2H])c1CN1CCN(CC)CC1 | 41 | 34 | 32 | 33 | 21 | 41 | 16 | 31 | 44
3 | CCCCCCCCO | 108 | 103 | 108 | 98 | 107 | x | 114 | 111 | 103
4 | COc1ccc(C2NC(=S)NC(C)=C2C(=O)Nc2ccc(S(N)(=O)=O)cc2)cc1OC (configuration not stated) | 108 | 112 | 105 | 101 | 109 | 114 | 120 | 106 | 122
5 | Cc1nnc(NS(=O)(=O)c2ccc(N)cc2)s1 | 120 | 107 | 104 | 105 | 106 | 95 | 99 | 109 | 112
6 | CC1(C)OC(=O)C(OCC2CC2)=C1c1ccc(S(C)(=O)=O)cc1 | 83 | 112 | 107 | 108 | 96 | 109 | 103 | 87 | 117
7 | O=C(/C=C/c1ccc(Cl)nc1)c1ccc(Cl)c(Cl)c1 | 96 | 60 | 56 | 86 | 45 | 112 | 103 | 79 | 88
8 | CC1CCC(C(C)C)C(OC(=O)c2ccccc2O)C1 (configuration not stated) | 115 | 109 | 94 | 105 | 94 | 110 | 126 | 106 | 109
9 | CCC(=O)O[C@]1(C(=O)SCF)[C@H](C)CC2C3CC(F)C4=CC(=O)C=C[C@]4(C)C3(F)[C@@H](O)C[C@@]21C (some centres not stated) | x | 107 | 105 | 102 | 95 | 92 | 101 | 92 | 91
10 | CC(=O)NCCCCCC(=O)O | 109 | 103 | 111 | 108 | 109 | 109 | 111 | 105 | 110
11 | COc1cc(OC)c2c(=O)[nH]c(-c3cc(C)c(OCCO)c(C)c3)nc2c1 | x | 93 | 93 | 93 | 91 | 93 | 99 | 90 | 96
12 | Nc1nnc(-c2c[nH]c3ccc(F)cc23)c(-c2c[nH]c3ccc(F)cc23)n1 | 97 | 105 | 91 | 90 | 98 | 78 | 123 | 106 | 99
13 | COc1ccc(-c2cc(=O)c3c(O)cc(O[C@@H]4O[C@H](CO[C@H]5O[C@H](C)[C@@H](O)[C@H](O)[C@@H]5O)[C@@H](O)[C@H](O)[C@H]4O)cc3o2)cc1O | 104 | 107 | 109 | 105 | 105 | 93 | 97 | 113 | 107
14 | CN(C)CCCN1c2ccccc2Sc2ccccc21 | 107 | 99&97 | 117&109 | 88&91 | 95&99 | 119&111 | 94&78 | 99&87 | 95&111
15 | O=C(/C=C/c1cccs1)c1ccc(Cl)c(Cl)c1 | 101 | 95 | 97 | 93 | 98 | 102 | 104 | 102 | 104
16 | O=C(O)CN1C(=O)c2cccc3cccc(c23)C1=O | 102 | 106 | 107 | 108 | 102 | 97 | 105 | 100 | 110
17 | O=C1NCC2(CCN(CCc3ccccc3)CC2)O1 | 106 | 103 | 109 | 107 | 105 | 103 | 102 | 109 | 110
18 | CC1=C(C(=O)O)N2C(=O)[C@@H](NC(=O)[C@H](N)c3ccc(O)cc3)[C@H]2SC1 | 130 | 138 | x | 109 | 111 | 91 | 108 | 111 | 165
19 | CC(=O)O[C@]1(C(C)=O)CC[C@H]2[C@@H]3C=C(Cl)C4=CC(=O)[C@@H]5C[C@@H]5[C@]4(C)[C@H]3CC[C@@]21C | 141 | 108 | 101 | 96 | 99 | 94 | 112 | 94 | 108
20 | CN1CCC(COc2cnc(-c3cccc(Cn4nc(-c5cccc(C#N)c5)ccc4=O)c3)nc2)CC1 | 89 | 46 | 34 | 12 | 23 | 92 | -60* | -39* | 52

Next compounds:
no. | SMILES | NCI-H322M | SW-620 | KM12 | HCT-15 | HCT-116 | NCI-H226 | COLO 205 | HT29 | NCI-H460
21 | O=C(/C=C/c1ccc(Cl)nc1)c1cccs1 | 104 | 52 | 42 | 67 | 64 | 111 | 109 | 80 | 107
22 | CN1CCN(c2ccc(C(=O)Nc3n[nH]c4ccc(Cc5cc(F)cc(F)c5)cc34)c(NC3CCOCC3)c2)CC1 | 34 | -79* | -73* | -66* | -96* | -5.8* | -74* | -57* | -80*
23 | CC(=O)[C@H]1CC[C@H]2[C@@H]3C[C@H](C)C4=CC(=O)CC[C@]4(C)[C@H]3[C@@H](O)C[C@]12C | 81 | 105 | 104 | 101 | 103 | 86 | 104 | 104 | 99
24 | CCCOc1ccccc1-c1nc2n[nH]nc2c(=O)[nH]1 | 106 | 96 | 101 | 107 | 115 | 93 | 103 | 107 | 104
25 | OC1(c2ccc(Cl)c(C(F)(F)F)c2)CCN(CCCC(c2ccc(F)cc2)c2ccc(F)cc2)CC1 | -75* | -100* | -99* | -79* | -92* | 29 | -93* | -88* | -95*
26 | CCOC(=O)c1cccc(N)c1 | 94 | 106 | 95 | 96 | 104 | 101 | 106 | 104 | 107
27 | O=C(/C=C/c1ccc(Cl)c(Cl)c1)c1cccs1 | 95 | 70 | 85 | 64 | 60 | 90 | 107 | 77 | 93
28 | O=C(CSc1nc(NC(=O)CN2CCN(c3cc4c(cc3F)c(=O)c(C(=O)O)cn4C3CC3)CC2)cc(=O)[nH]1)Nc1ccccc1 | 105 | 96 | 101 | 96 | 101 | 97 | 108 | 100 | 106
29 | Cc1ccc2c(c1)C(=O)N(c1cccc(S(N)(=O)=O)c1)C2=O | 89 | 99 | 107 | 96 | 96 | 104 | 117 | 101 | 110
30 | CCCNCCC | 100 | 112 | 104 | 104 | 100 | 106 | 112 | 98 | 110
31 | CC1(O)CC(c2nc(-c3ccc4ccc(-c5ccccc5)nc4c3)c3c(N)nccn23)C1 (configuration not stated) | 0.4* | 35 | 8.7* | 21 | 35 | 36 | -22* | 5.3* | 25
32 | CNC(=O)c1cc(Oc2ccc(NC(=O)Nc3cc(C(C)(C)C)nn3-c3ccc4ncccc4c3)c(F)c2)ccn1 | -18* | -0.4* | -24* | -13* | -52* | -16* | -78* | -45* | -41*
33 | CC(C)CC(=O)Nc1n[nH]c2c1CN(C(=O)C1CCN(C)CC1)C2(C)C | 24 | 9.9* | 9.3* | 79 | 2.9* | 7.1* | -76* | -1.5* | 7.1*
34 | Cc1onc(-c2ccccc2Cl)c1C(=O)N[C@@H]1C(=O)N2[C@@H]1SC(C)(C)[C@@H]2C(=O)O | 104 | 110 | 108 | 106 | 101 | 99 | 109 | 105 | 112
35 | O=C(c1ccc(F)c(F)c1Nc1ccc(I)cc1F)N1CC(O)([C@@H]2CCCCN2)C1 | 13 | 18 | 12 | 26 | 5.2* | 39 | -64* | -18* | 19
36 | Cn1cc(-c2nnc(-c3cn(C)c4ncccc34)s2)c2cc(Br)ccc21 | 98 | 107 | 98 | 97 | 104 | 98 | 112 | 110 | 99
37 | CNC(=O)c1cccc2cc(Oc3ccnc4cc(OCC5(N)CC5)c(OC)cc34)ccc12 | 74 | 47 | 46 | 58 | 33 | 47 | 58 | 35 | 56
